# Assay outcomes (PubChem)
# hgDAF-12 ag: activates the H. glycines DAF-12 receptor ligand-binding domain; HEK293 GAL4-hgDAF12 UAS-luciferase reporter, agonist luminescence; normalized to butyrate control; activation, % at 6.8 µM; 370,000 tested, 1.8% active; AID 687014;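 active means activation above a cutoff set at the mean of all screened compounds plus 3 SD, cut at about 10% in these data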;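 further: 0% = DMSO wells and 100% = sodium butyrate wells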
# sPLA2-III inh: Inhibits HGIII-sPLA2 liposome hydrolysis, primary screen | Q9NZ20 | QFRET BODIPY PC-A2 liposome hydrolysis, fluorescence | inhibition, % at 12.2 µM | 370,000 tested, 0.56% active;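 active means inhibition above mean plus 3 SD of compounds lying within the high and low control bounds, cut at about 19% in these data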;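 further: 0% = median of test compound wells and 100% = no enzyme DMSO wells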
# hcDAF12 agonist: H. contortus DAF-12 activation, primary screen | HEK293 hcDAF-12 lit1-tk-luc reporter, luminescence; 0% DMSO, 100% Δ7-dafachronic acid | AID 652067 | 370,000 tested, 1.4% active | activation, % at 6.8 µM;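 active means activation above the mean of all tested compounds plus 3 SD, cut at about 5.5% in these data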;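 further: 100% = response to 3 µM Δ7-dafachronic acid high control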
# NPR1 activator: GC-A (human) enzyme activation; HEK293 GC-A cells, cGMP TR-FRET, EC30 ANP; 0% at EC30 ANP, 100% saturating ANP; activation, % at 10 µM; P16066; 370,000 tested, 0.14% active; in the data active means activation above about 40%
# Target sequence (P16066 whole entry, looked up): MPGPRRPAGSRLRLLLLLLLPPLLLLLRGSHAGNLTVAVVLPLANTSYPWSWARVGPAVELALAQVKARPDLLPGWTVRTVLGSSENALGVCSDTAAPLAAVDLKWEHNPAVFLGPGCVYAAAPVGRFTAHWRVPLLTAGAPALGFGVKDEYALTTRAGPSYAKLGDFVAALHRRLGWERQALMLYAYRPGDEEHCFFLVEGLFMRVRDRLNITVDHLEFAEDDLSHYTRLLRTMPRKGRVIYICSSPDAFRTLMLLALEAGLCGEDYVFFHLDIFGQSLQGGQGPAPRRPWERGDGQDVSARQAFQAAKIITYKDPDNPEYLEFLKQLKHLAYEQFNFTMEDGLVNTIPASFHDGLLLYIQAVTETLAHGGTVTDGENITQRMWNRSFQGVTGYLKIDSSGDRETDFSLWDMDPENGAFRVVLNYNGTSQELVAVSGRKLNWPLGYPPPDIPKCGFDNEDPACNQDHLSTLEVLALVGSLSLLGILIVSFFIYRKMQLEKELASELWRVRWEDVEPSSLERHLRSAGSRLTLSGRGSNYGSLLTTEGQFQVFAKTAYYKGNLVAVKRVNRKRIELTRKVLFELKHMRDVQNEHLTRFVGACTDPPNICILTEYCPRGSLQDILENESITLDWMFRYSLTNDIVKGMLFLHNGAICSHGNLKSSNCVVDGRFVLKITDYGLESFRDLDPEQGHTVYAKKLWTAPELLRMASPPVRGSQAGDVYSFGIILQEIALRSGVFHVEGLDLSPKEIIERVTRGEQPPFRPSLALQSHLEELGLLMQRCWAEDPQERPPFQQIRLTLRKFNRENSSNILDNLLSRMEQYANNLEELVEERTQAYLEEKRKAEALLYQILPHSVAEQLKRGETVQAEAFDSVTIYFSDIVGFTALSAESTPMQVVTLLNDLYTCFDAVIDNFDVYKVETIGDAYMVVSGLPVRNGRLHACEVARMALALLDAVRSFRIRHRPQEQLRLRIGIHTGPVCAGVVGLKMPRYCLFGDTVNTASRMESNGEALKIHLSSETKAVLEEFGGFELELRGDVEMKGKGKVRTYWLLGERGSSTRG
# ssDAF12 agonist: activators of S. stercoralis DAF-12 nuclear receptor; HEK293 ssDAF-12/GRIP1 lit1-tk-luc reporter, luminescence; % of 3 µM dafachronic acid response; activation, % at 6.8 µM; 370,000 tested, 1% active; AID 652126;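 active means activation above the mean over all tested compounds plus 3 SD, cut at about 0.9% in these data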;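 further: 0% = DMSO-only wells and 100% = 3 µM delta7-dafachronic acid wells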
# DAX1 inh-1: DAX1 (NR0B1) inhibition, primary screen; HEK293T StAR-luciferase reporter, SF-1/DAX-1 repression relief; inhibition, % at 6.8 µM; 370,000 tested, 1.1% active; AID 652010;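 active means inhibition above the mean over all tested compounds plus 3 SD, cut at about 3.6% in these data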;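 further: 0% = DAX-1 cells with DMSO and 100% = cells lacking DAX-1 with DMSO; higher inhibition means more luminescence from relief of DAX-1 repression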
# SMARCA2 activ: SMARCA2 function activation, primary screen; 370,000 tested, 1% active; AID 652017; MG213 cells, MMTV-luciferase reporter, dexamethasone, overnight; activation, % at 9.1 µM; in the data active means activation above about 7.8%;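 further: 0% = vehicle wells and 100% = reference activator wells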
# proKLK7 act: activators of human kallikrein-7 zymogen; P49862; purified proKLK7, EDANS-DABCYL substrate fluorescence; 100% is mature enzyme control, 0% vehicle; activation, % at 7 µM; 370,000 tested, 0.9% active;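 active means activation above the mean of all tested compounds plus 3 SD, computed per campaign excluding outliers beyond control limits, cut at about 13% in these data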
# DAX1 inh-2: inhibitors of human orphan nuclear receptor DAX1 (NR0B1); P51843; AID 504766; 340,000 tested, 0.99% active; HEK293 Gal4-DAX1 luciferase reporter, luminescence; inhibition, % at 6.75 µM;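 active means inhibition above the mean over all tested compounds plus 3 SD, cut at about 4.2% in these data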;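 further: 0% = DAX1-transfected cells with DMSO and 100% = empty-vector control cells with DMSO; inhibition shows as a rise in luminescence from relieved DAX1 repression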
# NPR2 activator: GC-B (human) receptor activation; P20594; HEK293-GC-B cells, CNP EC30, cGMP TR-FRET; 0% at EC30 CNP, 100% saturating CNP; activation, % at 10 µM; 370,000 tested, 0.11% active;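 active means activation at 10 µM reaching about 35% in either raw or pattern-adjusted values, limit read from the data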
# GAA850 FXN act: increases GAA850 frataxin promoter reporter activity | HEK293 lucGAA850 FXN promoter luciferase reporter, 24 h; percent of 10 µM SAHA response | AID 540364 | 360,000 tested, 0.56% active | activation, % at 6 µM;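 active means activation above the average of all compounds screened plus 3 SD, cutoff fixed separately per campaign, cut at about 7.5% in these data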;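 further: 0% = DMSO wells and 100% = 10 µM SAHA wells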
# Starred values were filed as active, the others as inactive; . = not tested or not shown. Compounds as they come; any-hit rate near 6.7%.
Compound	SMARCA2 activ	sPLA2-III inh	DAX1 inh-2	proKLK7 act	NPR1 activator	NPR2 activator	GAA850 FXN act	ssDAF12 agonist	DAX1 inh-1	hcDAF12 agonist	hgDAF-12 ag
CCCC(c1nnnn1CS(=O)(=O)c1ccc(C)cc1)N1CCC(C(N)=O)CC1 (stereo not given)	-2	-3	-1.1	0.2	-1	5	0.0	-0.9	-0.4	-0.9	-0.7
CN1C(=O)c2cccc(NC(=O)C3CCCCC3)c2C1=O	1	0	1.0	-7.8	1	55*	1.8	-1.8	-0.1	-2.4	-0.8
CN(C)c1nccc(Nc2ccccc2)c1C#N	1	-1	1.6	-0.6	1	2	1.8	-1.2	0.7	-2.8	0.0
COCCNc1oc(-c2ccccc2Cl)nc1C#N	0	13	0.7	0.5	7	-9	2.6	-0.6	2.0	1.4	-0.9
Cc1nc2ccc(NC(=O)c3ccc(Cl)c(NC(=O)c4cccs4)c3)cc2s1	4	-13	-1.4	-2.3	6	5	1.2	-1.5	-1.6	-2.4	-0.8
O=C1[C@@H](C2CCCCC2)[C@@H]2c3ccccc3C=NN2[C@@H]2c3ccccc3C=NN12	-4	-2	.	0.0	-9	-2	.	-1.2	-0.6	-1.2	-2.5
CCNC(=O)COC(=O)c1cc(-c2ccco2)nc2ccccc12	-3	-2	0.3	121*	2	4	2.2	-0.7	0.2	1.3	-1.0
Cn1nnnc1SCC(=O)Nc1ccccc1N1CCOCC1	0	0	-0.5	-0.4	2	3	-0.1	-0.8	-0.5	1.8	-0.7
CC(=O)N/C(=C\c1ccccc1)C(=O)N1CCOCC1	0	12	-1.6	-0.4	2	3	1.4	-0.9	-0.1	-0.3	-3.6
CN(CC(=O)Nc1ccccc1Cl)C(=O)COC(=O)c1ccc([N+](=O)[O-])s1	4	3	-0.2	0.5	2	-4	0.5	-0.8	-1.2	1.1	1.6
O=c1oc2ccccc2c(Nc2cccc3cccnc23)c1[N+](=O)[O-]	-3	1	-1.3	0.6	3	0	1.5	-0.2	-0.4	0.4	-4.4
C=CC[C@@H](CC(=O)N[C@@H](CO)Cc1ccccc1)C(=O)N[C@@H](COC(=O)[C@@H](CC=C)CC(=O)OC(C)(C)C)Cc1c[nH]c2ccccc12	-4	-106	-1.4	0.7	-5	-7	-9.9	-0.4	0.2	-0.9	1.1
CCC(NS(=O)(=O)c1ccc(C)cc1)C(=O)N1CCOCCOCCOCC1 (stereo not given)	-3	6	2.0	-0.3	4	2	-1.3	-1.4	-0.2	-0.5	0.7
Cc1onc(-c2ccccc2)c1-c1nnc(CN2CCN(S(=O)(=O)c3ccccc3F)CC2)o1	-3	-6	-2.0	-0.3	-3	2	-1.4	-1.4	-1.8	-1.2	-0.3
COc1ccc(-c2[nH]c(-c3cc(OC)c4c(c3)OCO4)nc2-c2ccccc2)cc1	-3	14	-0.8	-8.2	-2	-7	0.7	-1.7	-1.4	-3.3	-2.2
Cc1cc(C)cc(OCC(=O)Nc2cnn(CCCC(=O)O)c2)c1	0	4	0.6	0.6	3	1	0.1	-1.0	0.8	0.2	0.9
COc1cc(O)c(C(CCN2CCCCC2)c2cc(OC)c(OC)c(OC)c2)c(OC)c1 (stereo not given)	0	3	0.0	-0.5	-7	0	-1.6	-1.4	0.6	0.1	0.2
Cc1ccc(C)c(CN2CCCN(C(=O)Cn3ncc4c3-c3ccccc3OC4)C2)c1	2	-10	4.2	-0.4	-29	-24	0.5	-2.1	0.0	-1.3	-3.5
O=c1cc(C23CC4CC(CC(C4)C2)C3)[nH][nH]1	-5	-2	1.6	-1.0	1	-5	1.0	-0.5	0.0	0.2	-1.1
O=S(=O)(Nc1ccc(Cc2ccncc2)cc1)c1ccc(Cl)cc1	-5	-30	-0.8	-0.2	-1	11	1.7	-2.0	-1.4	-3.1	-0.5
CC(C)C[C@H]1CN(CCCC[C@H]2CNC(=O)C(=O)N2CC2CCCCC2)C(=O)C(=O)N1CCc1ccccc1	3	-3	.	0.5	1	1	.	-1.4	-0.3	-0.8	0.8
CCC(C)Nc1ncnc2c1cnn2Cc1ccc(Cl)cc1 (stereo not given)	-5	-3	-0.3	-0.4	8	24	-1.5	-2.3	-2.6	-0.3	-4.3
O=C(CN1CCC(NC(=O)Nc2ccc3c(c2)OCO3)CC1)Nc1ccc2c(c1)OCCO2	1	1	.	-0.5	-2	-2	.	-0.8	0.1	-0.1	6.1
CC(=O)NC1=NC(=O)CS1	-2	-1	0.3	0.3	8	1	1.1	-0.8	-0.6	0.0	-3.6
O=C(O)CCCCCNC(=O)c1ccc(C(=O)NCCCCCC(=O)O)cc1	-5	9	0.0	-0.2	2	4	0.0	-0.7	0.3	-1.7	1.8
c1ccc(-n2ncc3c(NCCN4CCCCC4)ncnc32)cc1	2	3	1.4	-0.3	5	0	-0.3	-1.4	0.1	-0.4	3.1
CCCN(CCC)C(=O)c1oc2ccccc2c1NC(=O)Cc1cccc(OC)c1	-2	20*	-0.7	0.1	9	3	2.8	-1.7	-0.3	-1.4	2.3
CCOC(=O)c1c[nH]c(=S)n1C	3	-1	1.1	-0.4	2	-9	1.2	-0.9	0.2	1.1	-0.5
Cc1c(/C=C(\C#N)c2nn(-c3ccccc3)c(N)c2C#N)c2ccccc2n1Cc1ccc(F)cc1	2	1	-0.3	-0.2	3	-3	1.3	-1.1	0.8	1.1	3.0
CC(=O)Nc1cccc(-c2csc(C(C)(O)c3ccc(F)c(F)c3)n2)c1 (stereo not given)	-3	-14	.	0.0	-4	-2	-7.4	-1.0	-1.4	-2.1	0.4
O=C(CSc1nnc(-c2ccccc2Cl)o1)Nc1ccccn1	1	2	-1.3	0.2	-4	-1	0.6	-0.8	6.1*	2.9	11*
CC(C(=O)NNS(=O)(=O)c1cccc(C(F)(F)F)c1)n1nnc(N2CCOCC2)n1 (stereo not given)	-1	-3	3.8	-0.2	-1	3	0.0	-1.1	-0.4	-0.3	2.1
Cc1cc2ccccn2c1C(=O)c1nc(N2CCOCC2)ncc1Cl	-4	-3	0.5	-0.3	-10	-6	1.6	-2.0	-1.6	-1.1	-0.8
CCOc1cc(/C=C2/SC(=S)N(Cc3ccccc3)C2=O)ccc1O	3	-21	-0.9	0.5	-1	-4	0.1	0.3	0.0	6.4*	8.7
Cc1ccc(NC(=O)CN2C(=O)COc3ccc(S(=O)(=O)N4CCOCC4)cc32)cc1N(C)C	-3	4	0.0	0.6	1	1	0.2	-1.2	-0.2	-0.4	0.8
CC(=O)c1ccc(NC(=O)CSc2nnc3ccc(-c4ccccn4)nn23)cc1	0	10	0.2	-0.6	1	-2	2.0	-0.5	-2.6	-0.3	5.8
COc1cc(C=NC2CCCCC2)ccc1O	-8	9	1.3	-0.5	-3	4	-0.7	0.1	-1.9	1.1	3.6
Cc1cccc(Oc2ccc(NC(=O)C3=CC=CN4CCS(=O)(=O)N=C34)cc2)c1	-2	0	0.6	0.6	-1	-8	3.0	-1.6	-2.0	-1.6	0.5
COc1ccc(C(=O)Nc2ccc(Oc3nc(C)nc4sc(-c5ccccc5)cc34)cc2)cc1OC	-3	19	0.8	-2.0	3	1	3.4	-0.2	-0.6	4.7	0.9
COCc1cc(C)nc(N2CCc3ccccc32)c1C#N	-3	2	-0.5	-0.4	-5	-5	1.2	-0.7	-0.9	-0.9	3.2
CCC(=O)Nc1cccc(C2=NOC3(C2)C[C@@H](C(N)=O)N(C(=O)c2ccc(OC)cc2)C3)c1 (stereo not given in full)	0	-1	1.1	0.2	3	-1	1.3	-1.1	0.3	-1.1	-1.1
Cc1ccc(NC(=O)COC(=O)C(NS(=O)(=O)c2ccc(Cl)cc2)C(C)O)cc1 (stereo not given)	2	-6	-1.1	0.7	-2	-1	2.5	-1.7	-0.1	-0.5	1.4
CCCn1c(=O)c2ccccc2n2c(Sc3nnnn3-c3ccccc3)nnc12	-1	4	-0.3	0.7	-3	-4	-1.2	-1.0	-0.4	-1.5	2.1
C=CCOc1ccc(C(=O)c2ccccc2)c(OCC(=O)NC2(C#N)CCCC2)c1	-2	-21	0.3	0.3	-2	1	-0.6	-1.4	-0.6	-3.8	-2.7
CCOc1ccc(NC(=S)NNC(=O)CC(C)O)cc1 (stereo not given)	-1	5	0.2	-0.7	0	6	0.0	-1.4	0.1	1.0	1.3
O=C1c2oc3ccccc3c(=O)c2C(c2cccnc2)N1CCCN1CCOCC1 (stereo not given)	1	0	0.4	0.2	-3	-5	2.6	-1.1	0.7	0.9	0.6
CCN(CC)c1cc(Cl)c2nonc2c1N	-3	-1	-0.4	0.3	1	-10	0.4	-1.7	0.1	-0.8	0.1
COc1ccc(OC)c(/C=N/NC(=O)CSc2nnc(C)n2-c2ccccc2)c1	-1	-5	0.8	4.6	0	-8	-1.8	-1.2	-0.6	-0.1	1.2
CCOc1ccc(NC(=O)NC(C)c2ccc3c(c2)OCO3)cc1 (stereo not given)	5	-10	-0.2	-0.7	0	1	-1.4	-1.7	-0.8	-0.6	0.2
COc1cc2[nH]c(=O)n(CCC(=O)N3CCc4ccccc4C3)c(=O)c2cc1OC	2	4	1.7	-0.5	0	0	-1.3	-0.7	0.4	-2.8	-0.5

# New compounds follow
Compound	SMARCA2 activ	sPLA2-III inh	DAX1 inh-2	proKLK7 act	NPR1 activator	NPR2 activator	GAA850 FXN act	ssDAF12 agonist	DAX1 inh-1	hcDAF12 agonist	hgDAF-12 ag
CC1CC(=O)Nc2ccccc2N1C(=O)CN1CCN(C=O)CC1 (stereo not given)	-1	1	0.3	-0.2	-1	-1	2.0	-1.6	-0.8	0.2	2.5
N#Cc1ccc(-c2ccc(F)cc2)nc1SCC(=O)Nc1sc2c(c1C#N)CCC2	-1	-3	-0.3	0.4	-4	-7	-1.4	0.0	-0.3	2.1	2.0
CCN(C(=O)COC(=O)CNC(=O)c1ccccc1C)C1=CCCCC1	-3	11	-0.3	-0.9	2	0	-0.5	-1.5	-0.7	0.4	0.5
COc1ccc(CNC(=O)[C@@H](NC(=O)C2CCN(C(=O)[C@@H](N)CC(C)C)CC2)C(C)C)cc1	3	2	3.0	0.7	-1	-3	1.5	-0.3	1.3	1.6	1.6
Cc1cc(Cl)ccc1NC(=O)CN1C(=O)CSc2ccc(S(=O)(=O)N3CCOCC3)cc21	1	-2	0.3	0.2	0	3	0.5	-0.9	0.3	0.0	-0.2
Cc1ccc2cc(C#N)c(NCCNC(=O)C3CC3)nc2c1C	-3	-2	-2.8	1.4	-6	2	1.6	-1.8	-0.5	-0.3	0.4
O=C(COC(=O)Cn1cc(C(F)(F)F)ccc1=O)Nc1ccccc1	-1	3	0.0	-0.4	2	8	-0.5	-0.3	0.7	-0.1	1.0
